# JMJD2A Tudor inh: JMJD2A Tudor domain (human) inhibition. Potency, µM (titrated, usually from 114 µM), inactives show at the highest dose activity change, negative = inhibition, most hits filed as inhibitors. O75164. hit rate 4.4% among 390,000. AlphaScreen JMJD2A-Tudor / H3K4me3 peptide binding. AID 504339; note: potency is the fitted concentration of half-maximal effect; % is set by controls: 0 for no effect and ±100 for the full control effect; nearly all actives have a fitted effect of over 50% in size
# Pin1 inhibitor: human Pin1 inhibition. Q13526. Pin1 FP peptide displacement, HiFluor488, 10 min. Potency, µM (titrated, usually from 115 µM), without a hit: top-dose activity, negative = inhibition, actives largely listed as inhibitors. hit rate 0.009% among 390,000. AID 504891; active = well fitted inhibition curve with a large enough effect in the polarisation, with a control signal flat, not every such curve was filed as active; inconclusive = small, poorly fitted or top-dose-only effect, or effect the other way, or a change in a side signal; inactive = no such curve, though single readings can be large or run the other way; the % refers to the polarisation; note: potency is the fitted concentration of half-maximal effect; % is set by controls: 0 for no effect and ±100 for the full control effect
# Target sequence (Q13526 whole entry, looked up): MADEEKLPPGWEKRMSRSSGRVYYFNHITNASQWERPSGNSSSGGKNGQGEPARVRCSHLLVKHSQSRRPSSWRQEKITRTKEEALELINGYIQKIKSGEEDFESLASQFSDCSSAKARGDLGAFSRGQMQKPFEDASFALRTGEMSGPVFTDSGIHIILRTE
# HP1b binding inh: inhibitors of HP1-beta chromodomain binding to methylated histone tails; AlphaScreen HP1-beta / biotin-H3K9me3 peptide binding; AID 540317; P83916; hit rate 0.56% among 390,000; Potency, µM (series often up to 114 µM), inactives show top-dose activity change, negative = inhibition, most hits filed as inhibitors; note: potency is the fitted concentration of half-maximal effect; nearly all actives have a fitted effect of over 70% in size; inactives centre near 23
# Target sequence (P83916 whole entry, looked up): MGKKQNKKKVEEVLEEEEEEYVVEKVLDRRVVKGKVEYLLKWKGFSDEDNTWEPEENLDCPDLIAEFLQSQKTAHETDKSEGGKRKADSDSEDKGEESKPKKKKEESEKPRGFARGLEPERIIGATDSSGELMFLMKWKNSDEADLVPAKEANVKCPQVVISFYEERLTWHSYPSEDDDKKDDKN
#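 Compound inhibition of the preformed complex between 50 nM HP1-beta and 50 nM biotinylated H3K9me3 peptide was read by AlphaScreen. Buffer was PBS pH 7.4 with 0.01% Tween-20. Incubations ran 30 min at room temperature, with 10 ug/mL donor/acceptor beads.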
# PI4K2A inh: PI4K2A (human) kinase inhibition; Q9BTU6; purified PI4K2A, ADP-Glo luminescence, 1 h; stronger effect = lower value; activity change, negative = inhibition, % at 76.9 µM; hit rate 0.13% among 420,000; AID 1346378; in the data active = activity change below about -50%; inconclusive = mostly about -30% to -49%;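 note: -100% = wells without enzyme as full effect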
#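 Compounds are screened against recombinant PI4K2A using PI as substrate and ATP, the latter dispensed at 300 microM. Reactions run one hour at ambient temperature before ADP-Glo detection; full inhibition defined by wells lacking enzyme.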
# BAZ2B inh: BAZ2B (human) inhibition. hit rate 4.4% among 360,000. AID 504333. AlphaScreen BAZ2B-H3K14Ac peptide displacement. Potency, µM (highest dose often 114 µM), for inactives: at the highest dose activity change, negative = inhibition, most hits filed as inhibitors. Q9UIF8; note: potency is the fitted concentration of half-maximal effect; % is set by controls: 0 for no effect and ±100 for the full control effect; nearly all actives have a fitted effect of over 60% in size
#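 BAZ2B (50 nM) with biotin-H3(5-23)K14Ac peptide (50 nM) in PBS pH 7.4, 0.01% Tween-20, preformed 30 min, then compound 30 min at room temperature; top concentration 110uM. AlphaScreen streptavidin donor/nickel chelate acceptor beads (10 ug/mL final), 20 min dark, signal read.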
# Tb PGK inh: inhibitors of T. brucei phosphoglycerate kinase; PGK/GAPDH coupled, Kinase-Glo luminescence, 60 min; Potency, µM (doses to about 57.5 µM), for inactives: at the highest dose activity change, negative = inhibition, actives largely listed as inhibitors; hit rate 0.043% among 380,000; note: potency is the fitted concentration of half-maximal effect; % is set by controls: 0 for no effect and ±100 for the full control effect; nearly all actives have a fitted effect of over 60% in size
#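 Recombinant glycosomal PGK reaction used 1,3-bisphosphoglycerate generated in-well by GAPDH (100nM final) in 100mM TEA pH 7.6, 5mM MgCl2, 0.01% Tween-20. After 60 minutes at room temperature, ATP was read by Kinase-Glo Plus luminescence end-point.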
# G9a block: inhibitors of human histone lysine methyltransferase G9a. Q96KQ7. G9a H3K9 monomethylation, AlphaScreen, 2 h. Potency, µM (top dose mostly 102 µM), for inactives: at the top dose activity, negative = inhibition, hits mostly inhibitors. hit rate 8.8% among 350,000; note: potency is the fitted concentration of half-maximal effect; % is set by controls: 0 for no effect and ±100 for the full control effect; nearly all actives have a fitted effect of over 75% in size
#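 Step 1: enzyme (final 20 nM) with compound, 15 min RT. Step 2: substrate peptide 500 nM and SAM 20 uM, 2 h RT. Step 3: anti-H3K9me1 antibody and AlphaScreen beads, 10 min, then plate read.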
# ERG Ets-DNA blk: ERG Ets/DNA interaction inhibition; P11308; fluorescence polarization, His-ERG Ets domain / labelled DNA; Potency, µM (top dose mostly 76.9 µM), for inactives: top-dose FP activity, negative = inhibition, usual class: inhibitors; hit rate 0.028% among 370,000; AID 624246; active = well fitted inhibition curve with a large enough effect in the polarisation, with a control signal flat; inconclusive = small, poorly fitted or top-dose-only effect, or effect the other way, or a change in a side signal; inactive = no such curve, though single readings can be large or run the other way; the % refers to the polarisation;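 note: polarization taken with two DNA probes labelled with fluorescein and Texas red; potency is the fitted concentration of half-maximal effect; % of control where 0% means no effect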
#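 His-tagged ERG Ets domain (1 uM in the protein solution; 300mM KCl, 50mM Tris-HCl, 1mM EDTA, 1mM DTT, pH 7.5) received compound, then a probe mix of 5 nM fluorescein-DNA and 100nM Texas-615-DNA. Fluorescence polarization was read for both dyes.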
# GLS inhibitor: blocks human kidney-isoform glutaminase activity | Potency, µM (series often up to 45.5 µM), for inactives: at the top dose activity change, negative = inhibition, usual class: inhibitors | O94925 | GLS enzymatic activity, qHTS titration | hit rate 0.21% among 410,000; note: potency is the fitted concentration of half-maximal effect; % is set by controls: 0 for no effect and ±100 for the full control effect
# Target sequence (O94925 whole entry, looked up, canonical isoform): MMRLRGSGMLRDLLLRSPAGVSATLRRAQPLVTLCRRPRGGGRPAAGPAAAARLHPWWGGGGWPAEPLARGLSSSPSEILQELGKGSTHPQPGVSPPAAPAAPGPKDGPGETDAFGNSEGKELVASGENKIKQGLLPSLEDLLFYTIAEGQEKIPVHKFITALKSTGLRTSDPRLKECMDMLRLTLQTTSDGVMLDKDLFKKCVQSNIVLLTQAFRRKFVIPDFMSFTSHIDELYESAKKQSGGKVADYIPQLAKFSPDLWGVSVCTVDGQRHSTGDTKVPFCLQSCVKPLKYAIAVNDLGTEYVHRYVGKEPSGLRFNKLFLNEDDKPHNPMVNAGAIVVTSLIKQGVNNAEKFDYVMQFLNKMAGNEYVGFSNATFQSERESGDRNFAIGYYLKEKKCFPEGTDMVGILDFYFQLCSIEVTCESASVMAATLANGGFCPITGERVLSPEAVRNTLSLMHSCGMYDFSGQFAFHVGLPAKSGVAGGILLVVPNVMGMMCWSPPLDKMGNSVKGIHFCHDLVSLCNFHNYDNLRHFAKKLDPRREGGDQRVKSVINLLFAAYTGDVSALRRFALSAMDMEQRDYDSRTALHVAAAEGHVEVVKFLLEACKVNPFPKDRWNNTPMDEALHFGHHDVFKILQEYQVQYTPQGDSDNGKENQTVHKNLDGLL
#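 hKGA in 45 mM KH2PO4 pH 8.2, 0.02% Tween-20 with pin-transferred compounds; 1 mM L-glutamine (stock) plus glutamate oxidase/HRP/Amplex Red coupling added. Fluorescence read initially and after 30 min at RT.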
# The depositor's hits bear a star; i = inactive; ? = inconclusive; nt = not tested or not shown; & = joins results of further samples; [ ] = remark or other dose. Unless noted, calls come from the whole dose curve; as a rule, active = well fitted curve in the direction sought with a large enough effect; inconclusive = small, poorly fitted or top-dose-only effect, or another doubt; inactive = no such curve, though single readings can be large; an effect the other way counts as inactive or inconclusive.
structure	JMJD2A Tudor inh	Pin1 inhibitor	HP1b binding inh	PI4K2A inh	BAZ2B inh	Tb PGK inh	G9a block	ERG Ets-DNA blk	GLS inhibitor
CCc1ccc(-c2cc(C(F)(F)F)n3nc(C(=O)Nc4c(C)nn(Cc5ccc(F)cc5)c4C)cc3n2)s1	16%	29%	85%[activator]	-5	19%	-3%	2%	-10%	5%
CC(=O)c1ccc(S(=O)(=O)N2CCN(C(=O)CSc3ccc(C)c(C)c3)CC2)cc1	-2%	4%	13%	0	0%	5%	-4%	0%	-2%
CC(=O)N1CC(C)Sc2ccc(S(=O)(=O)NC(C)c3ccccc3)cc21 (stereo unspecified)	-18%	1%	21%	-4	-37%	-8%	nt	0%	1%
CC(CN1CCCCC1)OC(=O)COc1ccc(Br)cc1 (stereo unspecified)	-19%	2%	4%	2	-3%	-3%	1%	-2%	-4%
COc1cccc(OC)c1C(=O)Nc1ccc2c(c1)CCCN2S(=O)(=O)c1ccc(C)cc1	?	21%&7%	4%&17%	-5&1	-9%&-26%	1%	-9%[0.501 µM]	1%&0%	23%&2%
O=C(OCC1CCNCC1)c1ccc(F)cc1	2%	3%	37%	-4	nt	5%	nt	-6%	1%
Cc1nc2sc(C(=O)OC(C)C)c(N)c2c(C)c1C	?	-2%	50%[activator]	1	-5%	-2%	-19%	-4%	-1%
O=C(CCCc1nc(-c2ccccc2)no1)Nc1cc(C(F)(F)F)cc(C(F)(F)F)c1	10%	?	68%[activator]	-4	22%	-2%	38%[59 µM]	-2%	-4%
CC(=O)c1c(C)[nH]c(-c2ccccc2)c1C	?	-1%	-26%	1	50µM*	-6%	-9%[59 µM]	-8%	26%
OC(CN1CCN(c2ccc(C(F)(F)F)cn2)CC1)c1ccccc1 (stereo unspecified)	-11%	1%	23%	-1	2%	-2%	-6%[12.7 µM]	3%	-12%
Cc1ccc(-c2nnc(SCC(=O)Nc3ccccc3N3CCOCC3)o2)cc1	-15%	0%	15%	4	-19%	-7%	-13%[59 µM]	-1%	9%
CCN1C[C@@H]2[C@@H]3C(=O)N(C)C(=O)[C@@H]3[C@](Cc3ccccc3)(C1=O)N2C(=O)c1ccc(Cl)c(Cl)c1	-24%	-9%	25%	4	nt	-2%	nt	17%	3%
Cc1ccc(Cn2c(SCc3ccc(C(=O)NC4CCCCC4)cc3)nc3ccncc32)cc1	-19%	43%[activator]	16%	3	-8%	-5%	?	5%	-3%
Cc1nc(C(=O)NNC(=O)c2ccc(C(F)(F)F)cc2)cs1	1%	1%	41%[activator]	1	13%	-4%	?	8%	-2%
CNC(=O)CSc1nc2cccnc2n1-c1ccc(F)cc1	-15%	0%	10%	7	1%	i	44%	4%	3%
CC(C)(C)S(=O)N1Cc2cc(CO)cc(CCO)c2[C@@H]1CCO (stereo partly specified)	1%	0%	42%[activator]	-4	nt	i	nt	5%	-8%
O=C(COC(=O)c1ccc([N+](=O)[O-])cc1)Nc1ccc(Cl)cn1	-16%	1%	27%	-3	12%	-1%	-31%	-11%	-5%
CCOC(=O)c1cc(-c2cc(OC)c(OC)c(OC)c2)nc2c1c(=O)[nH]c(=O)n2Cc1ccccc1	-8%	-2%	57%[activator]	2	-5%	-5%	?	-12%	-8%
Cc1ccc(C(=O)Cn2c(N3CCOCC3)nc3c2c(=O)n(C)c(=O)n3C)cc1	-6%	-4%	25%	0	5%	i	-4%	nt	1%
CN(C(=O)CSc1nc2ccccc2c(=O)n1-c1ccc(F)cc1)C1CCS(=O)(=O)C1 (stereo unspecified)	4%	-1%	45%[activator]	2	-5%	3%	-6%[59 µM]	-3%	1%
O=c1c2cccnc2n(-c2ccccc2)n1Cc1ccc(Cl)cc1	62%[activator]	8%	240%[activator]	-1	408%[activator]	8%	416%[activator]	-6%	?
Cn1c(=O)c2c([nH]c(OCc3ccc(Cl)cc3Cl)[n+]2Cc2ccc(F)cc2)n(C)c1=O	-6%	2%	40%[activator]	-3	-4%	1%	-4%	12%	0%
CCCOc1ccc(N2CC(C(=O)NCCc3ccc(OC)c(OC)c3)CC2=O)cc1 (stereo unspecified)	-4%[57.1 µM]	-5%	58%[activator]	-5	3%	3%	nt	0%	3%
O=C(CSc1nnc(CNC(=O)c2c(F)cccc2Cl)o1)Nc1ccccc1F	0%	12%	25%	-3	-12%	9%	-27%[59 µM]	1%	-1%
O=c1c2cc3c(cc2nc2sc(Nc4ccc(F)c(Cl)c4)nn12)OCO3	-2%	8%	48%[activator]	-6	29%	i	14%[59 µM]	0%	-1%

# Two entries from above, with each value named.
Molecule: CC(=O)c1c(C)[nH]c(-c2ccccc2)c1C
  JMJD2A Tudor inh: ? | Pin1 inhibitor: -1% | HP1b binding inh: -26% | PI4K2A inh: 1 | BAZ2B inh: 50µM* | Tb PGK inh: -6% | G9a block: -9%[59 µM] | ERG Ets-DNA blk: -8% | GLS inhibitor: 26%
Molecule: OC(CN1CCN(c2ccc(C(F)(F)F)cn2)CC1)c1ccccc1 (stereo unspecified)
  JMJD2A Tudor inh: -11% | Pin1 inhibitor: 1% | HP1b binding inh: 23% | PI4K2A inh: -1 | BAZ2B inh: 2% | Tb PGK inh: -2% | G9a block: -6%[12.7 µM] | ERG Ets-DNA blk: 3% | GLS inhibitor: -12%

# 10 structures from above, sorted by molecular weight, smallest number first.
structure	JMJD2A Tudor inh	Pin1 inhibitor	HP1b binding inh	PI4K2A inh	BAZ2B inh	Tb PGK inh	G9a block	ERG Ets-DNA blk	GLS inhibitor
O=C(OCC1CCNCC1)c1ccc(F)cc1	2%	3%	37%	-4	nt	5%	nt	-6%	1%
CNC(=O)CSc1nc2cccnc2n1-c1ccc(F)cc1	-15%	0%	10%	7	1%	i	44%	4%	3%
O=c1c2cccnc2n(-c2ccccc2)n1Cc1ccc(Cl)cc1	62%[activator]	8%	240%[activator]	-1	408%[activator]	8%	416%[activator]	-6%	?
CC(CN1CCCCC1)OC(=O)COc1ccc(Br)cc1 (stereo unspecified)	-19%	2%	4%	2	-3%	-3%	1%	-2%	-4%
CCCOc1ccc(N2CC(C(=O)NCCc3ccc(OC)c(OC)c3)CC2=O)cc1 (stereo unspecified)	-4%[57.1 µM]	-5%	58%[activator]	-5	3%	3%	nt	0%	3%
O=C(CSc1nnc(CNC(=O)c2c(F)cccc2Cl)o1)Nc1ccccc1F	0%	12%	25%	-3	-12%	9%	-27%[59 µM]	1%	-1%
O=C(CCCc1nc(-c2ccccc2)no1)Nc1cc(C(F)(F)F)cc(C(F)(F)F)c1	10%	?	68%[activator]	-4	22%	-2%	38%[59 µM]	-2%	-4%
CC(=O)c1ccc(S(=O)(=O)N2CCN(C(=O)CSc3ccc(C)c(C)c3)CC2)cc1	-2%	4%	13%	0	0%	5%	-4%	0%	-2%
CN(C(=O)CSc1nc2ccccc2c(=O)n1-c1ccc(F)cc1)C1CCS(=O)(=O)C1 (stereo unspecified)	4%	-1%	45%[activator]	2	-5%	3%	-6%[59 µM]	-3%	1%
CCOC(=O)c1cc(-c2cc(OC)c(OC)c(OC)c2)nc2c1c(=O)[nH]c(=O)n2Cc1ccccc1	-8%	-2%	57%[activator]	2	-5%	-5%	?	-12%	-8%

# (list continues)
structure	JMJD2A Tudor inh	Pin1 inhibitor	HP1b binding inh	PI4K2A inh	BAZ2B inh	Tb PGK inh	G9a block	ERG Ets-DNA blk	GLS inhibitor
CCCc1nc2nc(C)c(NS(=O)(=O)c3ccc(C4CCCCC4)cc3)c(=O)n2[nH]1	-8%	-8%	29%	-3	-2%	i	?	10%	28%
COc1ccccc1N1CCN(C(=O)c2nc(-c3ccc(C)cc3)n3c2CCCCC3)CC1	-30%	-8%	-1%	-1	-19%	i	?	-2%	3%
COc1ccc(-c2nn3c(=O)cc(CN4CCN(C(=O)Nc5ccc(C)c(Cl)c5)CC4)nc3s2)cc1	-2%	-1%	23%[57 µM]	-25	7%	i	0%[59 µM]	-1%	4%
C=CCSc1nnc(NC(=O)CCN2C(=O)C3CC=CCC3C2=O)s1 (stereo unspecified)	1%	-6%	14%	0	-3%	0%	-50%[59 µM]	5%	-23%
CCOC(=O)CCNC(=O)c1ccc2nc(C3CCCCC3)oc2c1	-7%	-1%	37%[activator]	-11	-28%	-2%	31%	3%	2%
CCOc1cc(C(=O)N2CC(=O)Nc3ccc(C)cc3C2c2ccccc2)cc(OCC)c1OCC (stereo unspecified)	1%	0%	49%[activator]	-1	4%	-8%	6%[59 µM]	1%	8%
O=C(c1ccc2c(=O)n(Cc3ccco3)c(=S)[nH]c2c1)N1CCN(c2ccccc2)CC1	-23%	12%	24%	2	-17%	i	-4%	4%	30%
CCc1ccccc1NC(=O)NCc1ccccn1	-2%	-15%	23%	2	0%	i	44%[activator]	8%	2%
O=C1NCCCC1C(=O)Nc1ccccn1 (stereo unspecified)	9%	-9%	55%[activator]	3	-5%	-9%	-1%[12.7 µM]	-4%	0%
O=C(N/N=C/c1cccs1)C(=O)N1CCCC1	-3%	-8%	19%	4	-17%	-8%	4%	1%	10%
Cc1nc2c([nH]c3ccccc32)c(=O)n1N	8%	-1%	20%	-3	-12%	4%	?	-8%	4%
O=C(Nc1cnn(Cc2ccc(Cl)cc2Cl)c1)c1cc(-c2cccs2)on1	-19%	10%	27%	1	-5%	0%	10%[12.7 µM]	4%	-11%
